MC4R ag barr: MC4R agonists recruiting beta-arrestin, primary screen, cell-based, luminescence, agonist arm of biased-ligand search; U2OS MC4R beta-arrestin complementation; percent of melanotan II response, DMSO zero; activation, % at 8.9 µM; 360,000 compounds, 0.98% hits; AID 540308, 2011;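 active = activation above a per-plate cutoff, the mean activation of sample wells on that plate plus 3 SD, cut at about 8% in these data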
Target sequence (P32245 whole entry, looked up): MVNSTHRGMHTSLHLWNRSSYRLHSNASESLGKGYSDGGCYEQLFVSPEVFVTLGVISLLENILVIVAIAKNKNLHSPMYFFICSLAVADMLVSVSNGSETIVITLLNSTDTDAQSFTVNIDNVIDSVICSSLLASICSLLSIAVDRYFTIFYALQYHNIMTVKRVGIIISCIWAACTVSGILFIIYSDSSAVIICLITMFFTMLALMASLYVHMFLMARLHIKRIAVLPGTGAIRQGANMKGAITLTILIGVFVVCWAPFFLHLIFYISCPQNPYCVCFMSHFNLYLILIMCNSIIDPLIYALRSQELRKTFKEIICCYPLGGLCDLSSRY
PDI turbidity: inhibitors of human PDI, primary screen, biochemical, turbidity, single point, plate reader; 350,000 compounds, 0.052% hits; inhibition, % at 10 µM; Protein disulfide-isomerase (Homo sapiens), P07237; PDI insulin aggregation turbidity, A650, 90 min; AID 588391, 2011;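 active = mean inhibition across replicates of 30% or more, whatever share of single replicates reach that level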;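 note: absorbance from insulin aggregation driven by PDI reduction with DTT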
Target sequence (P07237 whole entry, looked up): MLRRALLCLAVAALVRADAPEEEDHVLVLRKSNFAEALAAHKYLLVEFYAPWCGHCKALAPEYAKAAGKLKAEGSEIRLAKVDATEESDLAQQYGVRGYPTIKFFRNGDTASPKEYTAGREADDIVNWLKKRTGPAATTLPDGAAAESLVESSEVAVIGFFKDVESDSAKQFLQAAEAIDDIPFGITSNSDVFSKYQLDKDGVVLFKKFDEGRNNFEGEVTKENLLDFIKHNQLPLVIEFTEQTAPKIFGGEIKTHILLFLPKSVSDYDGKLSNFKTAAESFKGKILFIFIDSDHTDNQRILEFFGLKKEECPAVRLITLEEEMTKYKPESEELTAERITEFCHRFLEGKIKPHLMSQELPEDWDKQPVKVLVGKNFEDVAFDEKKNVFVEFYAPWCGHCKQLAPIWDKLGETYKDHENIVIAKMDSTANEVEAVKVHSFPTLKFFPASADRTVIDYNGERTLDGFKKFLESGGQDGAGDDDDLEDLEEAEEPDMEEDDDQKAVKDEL
MC4R antagonist: MC4R antagonists of cAMP signaling, primary screen, cell-based, TR-FRET, antagonist arm of biased-ligand search. Melanocortin receptor 4 (Homo sapiens), P32245. MC4R-expressing cells, MTII-stimulated cAMP, LANCE TR-FRET. inhibition, % at 6.5 µM. 360,000 compounds, 0.48% hits;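 active = inhibition above its plate's cutoff, the mean of tested wells on that plate plus 3 SD, cut at about 29% in these data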;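 note: 0% = Melanotan II alone and 100% = Melanotan II plus saturating MCL0020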
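Material: U2OS-MC4R stable cell line | Reagent: Melanotan II challenge after compound preincubation | Doses: One concentration, 6.5 µM nominal | Incubation: 30-min compound preincubation, 1-h Melanotan II challenge, 1-h detection, room temperature | Signal: TR-FRET cAMP assay | Replicates: One well per compound, no replicates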
HTR2A ag: mouse Htr2a agonists via beta-arrestin recruitment, primary screen, cell-based, luminescence | 5-hydroxytryptamine receptor 2A (Mus musculus), P35363 | CHO-K1 mHTR2A beta-arrestin complementation; percent of 30 µM serotonin response | activation, % at 7.6 µM | 360,000 compounds, 0.66% hits;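 active = activation above a run cutoff, the mean activation of all tested compounds plus 3 SD, cut at about 14% in these data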;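 note: 0% = plate median of compound wells and 100% = 30 µM serotonin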
ABHD5-PLIN5 inh: ABHD5-PLIN5 interaction inhibitors, primary screen, cell lysate, split luciferase complementation, luminescence. AID 602281, 2012. Perilipin-5 (Homo sapiens) + 1-acylglycerol-3-phosphate O-acyltransferase ABHD5 (Homo …. inhibition, % at 4 µM. Split G. princeps luciferase complementation, 4 h. 360,000 compounds, 0.78% hits;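 active = inhibition above the mean inhibition across every tested compound plus 3 SD, cut at about 22% in these data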;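 note: 0% = DMSO only wells and the 100% control is not disclosed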
Exocytosis inh: LAMP-1 surface exposure blockers, TALL-104 cells – cell-based, flow cytometry, MLPCN library, primary screen. inhibition, % at 10 µM. TALL-104 LAMP-1 surface exposure; cells stimulated with thapsigargin and PMA. 360,000 compounds, 0.66% hits. AID 651702, 2012;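 active = inhibition above about 55%, limit read from the data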
ABCB6 inh MLPCN: ABCB6 transporter inhibitors, primary screen, K562-ABCB6 cells, flow cytometry, MLPCN library. ATP-binding cassette sub-family B member 6 (Homo sapiens), Q9NP58. K562-ABCB6 porphyrin accumulation, 1 h; stronger effect = lower value. fluorescence ratio to DMSO, % at 10 µM. 360,000 compounds, 0.19% hits;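 active = fluorescence ratio to DMSO below 75%, the collection mean minus 3 SD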;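 note: signal is porphyrin accumulated inside mitochondria; 100% equals median channel fluorescence of DMSO control wells; lower ratio means ABCB6 inhibition with less porphyrin fluorescence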
N-glyco inh: increase of ERlucT glycosylation luciferase signal, primary screen, N-linked glycosylation inhibitor project, D54 ERlucT cells, luminescence, set 2. 360,000 compounds, 0.23% hits. D54 ERlucT glycosylation luciferase reporter, 24 h; percent of 100 nM tunicamycin response. reporter increase, % at 12.5 µM;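 active = mean luciferase reporter signal, scaled so untreated is 0 and the glycosylation-blocking control 100, at or above a set limit in every replicate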;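 note: luciferase carries N-glycosylation sites so blocking glycosylation raises the light; 0% = median of neutral control wells and 100% = median of 100 nM tunicamycin wells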
H9c2 protect: cardioprotection against H2O2-induced cell death, primary screen, uHTS, H9c2 cells, ATPLite luminescence; H9c2 cardiomyocytes, H2O2 injury protection, 2 h; 360,000 compounds, 0.63% hits; protection from H2O2 cell death, % at 20 µM;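 active = compounds giving at least 50% protection of heart cells from peroxide-induced death in the single-dose screen, raw or plate-pattern-corrected value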;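 note: 0% = DMSO wells with peroxide and 100% = DMSO wells without peroxide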
CaV13 FRET inh: Primary screen for inhibitors of IQ motif and Ca2+-dependent inactivation inhibitor domain binding in CACNA1D, Förster resonance energy transfer in living cells, …; HEK cells, CFP/YFP FRET ICDI-IQ, plate reader, 10 min; percent FRET-ratio fall versus neutral wells; inhibition, % at 12.3 µM; 340,000 compounds, 0.098% hits;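 active = mean replicate inhibition of at least 30% and at least 1% of replicates passing that level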;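 note: 0% = median of the neutral control wells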
An asterisk follows results filed as active; nt = no result given.

Preview (two entries):
#	canonical_smiles	MC4R ag barr	PDI turbidity	MC4R antagonist	HTR2A ag	ABHD5-PLIN5 inh
1	NC(=O)c1cccn1Cc1cccc(Cl)c1	-2.2	-4	3	1	2
2	COc1cccc2c1C1(O)C2CCCCCCCCCC12OCCCO2 (centres undefined)	3.2	-1	5	-2	-6

#	Exocytosis inh	ABCB6 inh MLPCN	N-glyco inh	H9c2 protect	CaV13 FRET inh
1	6	105	-2	-2	-9
2	7	87	-10	-6	-5

Main list, previewed entries included:
#	canonical_smiles	MC4R ag barr	PDI turbidity	MC4R antagonist	HTR2A ag	ABHD5-PLIN5 inh
1	NC(=O)c1cccn1Cc1cccc(Cl)c1	-2.2	-4	3	1	2
2	COc1cccc2c1C1(O)C2CCCCCCCCCC12OCCCO2 (centres undefined)	3.2	-1	5	-2	-6
3	CCN1CCCCC(=N/O)/C(=N/O)CCCC1	0.8	5	2	-3	-6
4	O=C(OCC(=O)c1cccs1)C1=COCCO1	-1.1	2	5	0	6
5	CCOC(=O)c1csc(NC(=O)c2ccc3c(c2)OCCO3)n1	-0.4	-3	8	6	9
6	CC(CCc1ccccc1)NC(=O)c1cncc(Br)c1 (centres undefined)	1.3	1	6	2	1
7	CCOC(=O)C1=C(C)S/C(=C\N(C)C)C1=O	1.2	-15	-13	3	5
8	CC(C)c1ccc(NC(=O)C2CC(=O)N=C(N)S2)cc1 (centres undefined)	0.5	-1	15	11	0
9	CC(C)CN(C(=O)COC(=O)c1ccc([N+](=O)[O-])s1)c1c(N)n(Cc2ccccc2)c(=O)[nH]c1=O	-0.2	-5	1	1	-1
10	Cc1nc2ccc(NC(=O)c3oc4ccc(F)cc4c3C)cc2s1	1.0	23	3	5	5

#	Exocytosis inh	ABCB6 inh MLPCN	N-glyco inh	H9c2 protect	CaV13 FRET inh
1	6	105	-2	-2	-9
2	7	87	-10	-6	-5
3	-4	98	1	3	-7
4	0	109	-1	6	-4
5	3	92	-4	-6	nt
6	-9	105	1	5	-6
7	30	181	0	8	-6
8	-4	102	0	-7	-2
9	1	101	10	-22	-7
10	1	102	-1	-3	nt

Additional compounds.
#	canonical_smiles	MC4R ag barr	PDI turbidity	MC4R antagonist	HTR2A ag	ABHD5-PLIN5 inh
11	Cc1ccc(-c2cccc(=O)o2)cc1	nt	nt	nt	-3	7
12	NC(=O)C1CCN(C(=O)c2cn(-c3ccccc3)nc2-c2cccnc2)CC1	8.8*	13	5	4	3
13	O=C(CSc1ccc2nnc(-c3ccncc3)n2n1)Nc1ccc2c(c1)OCO2	-0.8	-4	-9	35*	4
14	CCC1([N+](=O)[O-])COC(c2ccc(OC)cc2)OC1 (centres undefined)	1.3	10	5	0	14
15	COc1cccc(NC(C)=[N+](C)CCNS(=O)(=O)c2ccc(Cl)cc2)c1	0.8	6	0	-3	3
16	O=C(CCCC(=O)N(CC(=O)NC1CCCCC1)c1ccc(F)cc1)Nc1ccccn1	0.2	3	-5	-1	2
17	Cn1c(N)c(C(=O)COC(=O)CN2C(=O)c3ccccc3C2=O)c(=O)n(C)c1=O	1.9	2	-3	-2	6
18	CCOC(=O)CCCNc1ccc([N+](=O)[O-])cc1[N+](=O)[O-]	4.7	-2	4	0	11
19	O=C(/C=C/c1ccccc1)NCCc1ccc2c(c1)OCCO2	-0.3	1	-4	-1	-1
20	COc1ccc(NC(=O)COC(=O)c2cccc(S(=O)(=O)N3CCCCC3)c2)c(OC)c1	1.8	16	4	9	6

#	Exocytosis inh	ABCB6 inh MLPCN	N-glyco inh	H9c2 protect	CaV13 FRET inh
11	-9	nt	nt	nt	-7
12	-8	101	1	-3	-4
13	4	89	5	18	-6
14	-1	97	1	-3	-9
15	-3	90	nt	4	nt
16	12	99	1	1	-3
17	2	98	0	-3	-17
18	-3	100	2	1	-8
19	2	104	3	-12	-5
20	-3	101	1	-2	-6

Remaining list, next part:
#	canonical_smiles	MC4R ag barr	PDI turbidity	MC4R antagonist	HTR2A ag	ABHD5-PLIN5 inh
21	COc1ccc(C2CC(=O)NC3=C2C(=O)CCC3)cc1Cl (centres undefined)	-0.7	-6	-3	1	2
22	COc1ccc(C(=O)O)cc1S(=O)(=O)NC(C)C12CC3CC(CC(C3)C1)C2 (centres undefined)	-1.0	-3	4	0	-2
23	CCOc1ccc(C2NC(=O)c3sc(=S)n(-c4ccccc4)c3N2)cc1 (centres undefined)	-1.1	6	12	-3	-3
24	CCOC(=O)C1=C(N)OC(C)=C(C#N)C1c1ccco1 (centres undefined)	-0.7	1	-4	-3	0
25	Cc1nn(-c2ccccc2)c2nc(C(Cl)(Cl)Cl)[nH]c(=O)c12	-1.9	7	1	0	-4
26	NC(=O)CC(NC(=O)c1cccc(Br)c1)c1ccc(N2CCC(N3CCCC3)CC2)c([N+](=O)[O-])c1 (centres undefined)	0.0	4	21	-3	3
27	CN(Cc1ccccc1)CC(O)COc1ccc(CNCc2cccnc2)cc1 (centres undefined)	-0.3	2	16	-5	2
28	CCOc1ccccc1NC(=O)CN1c2cccc3cccc(c23)S1(=O)=O	-4.6	-5	-5	-6	-4
29	COc1nc(C)ccc1-c1noc(-c2ccco2)n1	0.4	6	4	5	-1
30	COc1cccc(N2CC(C(=O)Nc3nnc(SCc4ccccn4)s3)CC2=O)c1 (centres undefined)	-2.2	1	2	8	0

#	Exocytosis inh	ABCB6 inh MLPCN	N-glyco inh	H9c2 protect	CaV13 FRET inh
21	1	92	3	2	nt
22	1	100	1	1	-5
23	1	98	2	-5	-4
24	-19	106	2	7	-4
25	9	97	0	-10	-14
26	-5	102	2	-2	-10
27	2	95	-3	3	-10
28	-4	100	0	4	-7
29	-5	96	-12	-6	-4
30	-1	88	-1	5	-2

Next section.
#	canonical_smiles	MC4R ag barr	PDI turbidity	MC4R antagonist	HTR2A ag	ABHD5-PLIN5 inh
31	Cc1[nH]nc(SCC(=O)N2CCCCC2)c1[N+](=O)[O-]	-1.8	10	0	9	-6
32	COC(=O)c1cc2ccsc2n1Cc1nc(-c2cccc(Cl)c2)oc1C	1.1	-3	18	0	-6
33	FC(F)(F)c1nnc2n1N=C(c1ccccc1)CS2	-0.3	2	-1	-4	-4
34	CCOC1=C2[C@@H](CN(S(=O)(=O)c3ccccc3)[C@H]2c2ccccc2)[C@H]2C(=O)N(c3ccccc3)C(=O)[C@H]2C1	nt	nt	nt	-4	-6
35	CCN(CC(=O)NCc1ccncc1)S(=O)(=O)c1cc(Cl)ccc1Cl	-0.5	-7	-3	-2	-1
36	C=CCOCCN1C(=O)C2C(c3ccccc3)C=CC(c3ccccc3)C2C1=O (centres undefined)	2.0	-2	11	-4	-1
37	Cn1c(SCC(=O)c2c(N)n(C)c(=O)n(C)c2=O)nnc1-c1ccccc1F	-3.2	-5	5	3	-5
38	Brc1ccccc1C1CC(c2ccccc2)=Nc2ccccc2N1 (centres undefined)	-1.2	1	-3	-2	16
39	c1coc(C2OCC3(CO2)COC(c2ccco2)OC3)c1 (centres undefined)	-1.0	6	14	-5	-4
40	CCn1c(C)c(C)c2cc(C(=O)N3CCCC3)ccc21	-0.6	7	-5	-1	0

#	Exocytosis inh	ABCB6 inh MLPCN	N-glyco inh	H9c2 protect	CaV13 FRET inh
31	-2	96	-2	2	nt
32	-1	98	-1	-2	-6
33	-7	100	0	4	-19
34	0	101	0	1	-4
35	-10	97	1	-3	-7
36	0	91	-1	6	-6
37	-12	98	0	7	4
38	-9	107	2	7	-4
39	0	97	1	6	0
40	-21	92	1	-2	-3

The list goes on.
#	canonical_smiles	MC4R ag barr	PDI turbidity	MC4R antagonist	HTR2A ag	ABHD5-PLIN5 inh
41	O=C(NNc1ccc(Cl)nn1)c1ccc(Cl)cc1	-1.6	2	14	-7	-1
42	CC(C)CCn1c(-c2nonc2N)nc2ccccc21	0.0	-17	4	4	-18
43	COc1ccccc1NC(=O)Cn1nnc(C(=O)NCc2cccs2)c1N	0.6	8	-18	7	-4
44	O=C(Nc1nc(=S)ss1)c1ccc(Cl)cc1Cl	0.7	1	-2	-3	-5
45	Cc1cc(C)cc(NC(N)=S)c1	-1.8	11	-7	9	1

#	Exocytosis inh	ABCB6 inh MLPCN	N-glyco inh	H9c2 protect	CaV13 FRET inh
41	-2	103	-1	5	-15
42	4	105	0	-13	nt
43	-5	105	28*	-5	-15
44	0	89	1	1	-5
45	-3	86	3	3	-4

10 compounds from above, sorted by number of heavy atoms, rising.
#	canonical_smiles	MC4R ag barr	PDI turbidity	MC4R antagonist	HTR2A ag	ABHD5-PLIN5 inh
7	CCOC(=O)C1=C(C)S/C(=C\N(C)C)C1=O	1.2	-15	-13	3	5
3	CCN1CCCCC(=N/O)/C(=N/O)CCCC1	0.8	5	2	-3	-6
33	FC(F)(F)c1nnc2n1N=C(c1ccccc1)CS2	-0.3	2	-1	-4	-4
39	c1coc(C2OCC3(CO2)COC(c2ccco2)OC3)c1 (centres undefined)	-1.0	6	14	-5	-4
38	Brc1ccccc1C1CC(c2ccccc2)=Nc2ccccc2N1 (centres undefined)	-1.2	1	-3	-2	16
2	COc1cccc2c1C1(O)C2CCCCCCCCCC12OCCCO2 (centres undefined)	3.2	-1	5	-2	-6
12	NC(=O)C1CCN(C(=O)c2cn(-c3ccccc3)nc2-c2cccnc2)CC1	8.8*	13	5	4	3
27	CN(Cc1ccccc1)CC(O)COc1ccc(CNCc2cccnc2)cc1 (centres undefined)	-0.3	2	16	-5	2
30	COc1cccc(N2CC(C(=O)Nc3nnc(SCc4ccccn4)s3)CC2=O)c1 (centres undefined)	-2.2	1	2	8	0
16	O=C(CCCC(=O)N(CC(=O)NC1CCCCC1)c1ccc(F)cc1)Nc1ccccn1	0.2	3	-5	-1	2

#	Exocytosis inh	ABCB6 inh MLPCN	N-glyco inh	H9c2 protect	CaV13 FRET inh
7	30	181	0	8	-6
3	-4	98	1	3	-7
33	-7	100	0	4	-19
39	0	97	1	6	0
38	-9	107	2	7	-4
2	7	87	-10	-6	-5
12	-8	101	1	-3	-4
27	2	95	-3	3	-10
30	-1	88	-1	5	-2
16	12	99	1	1	-3
